# GLA spleen mod: qHTS Assay for Inhibitors and Activators of Human alpha-Galactosidase From Spleen Homogenate; AID 2107, 2009; human spleen homogenate, 4MU-alpha-Gal fluorescence, 40 min; Potency, µM (top dose mostly 80 µM), inactives show at the highest dose activity change, negative = inhibition, usual class: inhibitors; 0.008% of 240,000 active; Alpha-galactosidase A (Homo sapiens), P06280;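 also: 0% = enzyme with vehicle and -100% = no enzyme basal signal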
# Target sequence (P06280 32-429 limits assumed): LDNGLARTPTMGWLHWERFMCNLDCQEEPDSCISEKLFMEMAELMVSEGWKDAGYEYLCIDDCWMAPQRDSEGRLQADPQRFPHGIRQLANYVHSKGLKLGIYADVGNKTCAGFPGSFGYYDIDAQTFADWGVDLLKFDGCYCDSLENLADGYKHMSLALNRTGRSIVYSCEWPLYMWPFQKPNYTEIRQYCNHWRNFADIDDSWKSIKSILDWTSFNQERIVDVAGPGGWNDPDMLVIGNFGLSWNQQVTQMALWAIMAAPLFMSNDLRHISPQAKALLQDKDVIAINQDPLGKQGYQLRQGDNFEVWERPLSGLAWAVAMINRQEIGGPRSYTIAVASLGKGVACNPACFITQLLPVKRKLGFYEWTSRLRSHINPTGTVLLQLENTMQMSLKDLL
#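 Spleen homogenate 1 ug + cpd (titration) + 4-MU-alpha-D-galactopyranoside 1 mM; 37C 40 min; 50 mM citrate/phosphate pH 5.0, 0.01% Tween-20; stop pH 10; fluorescence 365/440; AC50 via Hill.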
# Tau ThT inhib: qHTS for Inhibitors of Tau Fibril Formation, Thioflavin T Binding | 2.1% of 270,000 active | recombinant tau K18 P301L, heparin-induced fibrillization, ThT fluorescence | Microtubule-associated protein tau (Homo sapiens), P10636 | AID 1460, 2008 | Potency, µM (titrated, usually from 57.4 µM), inactives show at the top dose activity, negative = inhibition, most hits filed as inhibitors; also: % is scaled to controls: 0 for no effect and ±100 for the full control effect; nearly all actives have a fitted effect of over 55% in size
# Target sequence (P10636 561-689 P618L limits assumed): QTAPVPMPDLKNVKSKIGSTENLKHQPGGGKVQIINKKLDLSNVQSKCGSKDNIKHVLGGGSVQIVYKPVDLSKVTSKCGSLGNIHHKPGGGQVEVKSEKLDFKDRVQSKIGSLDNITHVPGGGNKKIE
#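 Fibril formation assay: tau K18 P301L at 15 uM with trace Alexa 594 label, heparin inducer 20 uM, pH 7 sodium acetate buffer, 37 C for 6 hr; endpoint ThT signal.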
# Tau FP inhib: qHTS for Inhibitors of Tau Fibril Formation, Fluorescence Polarization; Microtubule-associated protein tau (Homo sapiens), P10636; K18 P301L tau heparin fibrillization, Alexa594 FP, 6 h; Potency, µM (titrated, usually from 57.7 µM), for inactives: at the highest dose activity, negative = inhibition, usual class: inhibitors; 0.39% of 280,000 active; also: % is scaled to controls: 0 for no effect and ±100 for the full control effect; nearly all actives have a fitted effect of over 55% in size
#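 Recombinant K18 P301L […], labeled with Alexa 594 at 0.24 uM over 15 uM unlabeled; heparin inducer 20 uM final; 37 C, 6 hr; FP endpoint.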
# aGlu spleen mod: qHTS Assay for Inhibitors and Activators of Human alpha-Glucosidase From Spleen Homogenate; human spleen homogenate, 4-MU-alpha-glucoside fluorescence; Potency, µM (highest dose often 79.9 µM), for inactives: top-dose activity change, negative = inhibition, most hits filed as inhibitors; 0.006% of 240,000 active;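 also: 0% = enzyme with vehicle and -100% = no enzyme basal signal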
#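 Human spleen homogenate (1 ug) incubated with compounds and 1 mM 4-methylumbelliferyl-alpha-D-glucopyranoside in pH 5.0 citrate/phosphate buffer, 37 C, 40 min. Stopped at pH 10; 4-MU fluorescence (Ex 365/Em 440 nm); AC50 by Hill fit.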
# GAA inhib: qHTS Assay for Inhibitors of Human alpha-Glucosidase as a Potential Chaperone Treatment of Pompe Disease | Lysosomal alpha-glucosidase (Homo sapiens), P10253 | purified human GAA, 4-MU-alpha-glucoside fluorescence | 0.005% of 200,000 active | Potency, µM (highest dose often 76.9 µM), for the others: top-dose activity change, negative = inhibition, actives largely listed as inhibitors;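 also: plate controls were uninhibited enzyme wells for no effect and no-enzyme background for full effect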
#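 AC50 values come from Hill fits of compound titrations (up to 77 uM) against 4 nM human enzyme. Substrate 4-methylumbelliferyl-alpha-D-pyranoside at 400 uM, pH 5.0 citrate buffer, 20 min room temperature; fluorescence Ex 365/Em 440 after alkaline stop.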
# HTT cytoprotect: qHTS Multiplex Assay to Identify Dual Action Probes in a Cell Model of Huntington: Cytoprotection (ATP); AID 1471, 2008; Potency, µM (highest dose often 56.4 µM), for inactives: cytoprotection (ATP increase), hits mostly activators; 0.14% of 230,000 active; PC12 HTT-Q103 induced, cytoprotection, ATP luminescence, 40 h;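 also: % of control where 0% means no effect; nearly all actives have a fitted effect of over 45% in size; toxic huntingtin expression switched on by the ecdysone agonist tebufenozide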
#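 Quantitative HTS on tebufenozide-induced (100 nM) PC12 cells expressing HTTQ103 exon 1–GFP; compounds tested as a concentration series; survival measured via cellular ATP.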
# GAA glycogen: qHTS Assay for Inhibitors and Activators of Human alpha-Glucosidase Cleavage of Glycogen; Lysosomal alpha-glucosidase (Homo sapiens), P10253; AID 2100, 2009; 0.38% of 300,000 active; recombinant GAA, glycogen substrate, Amplex Red glucose oxidase fluorescence; Potency, µM (top dose mostly 76.4 µM), for the others: top-dose activity change, negative = inhibition, usual class: inhibitors;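 also: 0% = full enzyme reaction and -100% = no-enzyme basal signal; the screen sought inhibitors and activators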
#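 Recombinant human alpha-glucosidase (4 nM final) hydrolysed bovine liver glycogen (30 ug) for 40 min at 37 C in pH 5.0 citrate/phosphate with 0.01% Tween-20. Released glucose detected by glucose oxidase/Amplex Red, Ex 573/Em 610 nm. Compounds up to 77 uM; AC50 from Hill fits.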
# Tau fluor counter: Counterscreen qHTS for Inhibitors of Tau Fibril Formation, Fluorescence Polarization. AID 1463, 2008. Potency, µM (doses to about 57.7 µM), without a hit: at the top dose activity change, negative = decrease. 0.93% of 280,000 active. tau K18 P301L (four-repeat tau fragment) Alexa594 fluorescence, heparin fibrillization; also: % is scaled to controls: 0 for no effect and ±100 for the full control effect; nearly all actives have a fitted effect of over 55% in size
#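 Human K18 P301L tau (15 uM unlabeled plus 0.24 uM Alexa 594-labeled, final) in 100 mM sodium acetate pH 7 was mixed with compound and 20 uM heparin and incubated 6 hr at 37 C.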
# * hit, by the source's call; ? = inconclusive; · = not tested or not shown; & = joins results of further samples; [ ] = remark or other dose. Calls follow the shape of the dose curve; as a rule, active = well fitted curve in the direction sought with a large enough effect; inconclusive = small, poorly fitted or top-dose-only effect, or another doubt; inactive = no such curve, though single readings can be large; an effect the other way counts as inactive or inconclusive. Potency is read from the fitted curve at half-maximal effect.
# Abbreviations – A = GLA spleen mod; B = Tau ThT inhib; C = Tau FP inhib; D = aGlu spleen mod; E = GAA inhib; F = HTT cytoprotect; G = GAA glycogen; H = Tau fluor counter
(1) CNc1ccc([N+](=O)[O-])cc1-c1nc2ccccc2[nH]c1=O
  A: -7%; B: ?; C: -13%; D: -2%; E: 2%; F: 7%[10 µM]; G: -4%; H: -16%
(2) O=C(CCn1c(SCC(=O)NCc2ccco2)nc2ccccc2c1=O)NCCc1ccccc1
  A: -7%; B: -12%; C: -1%; D: -6%; E: -3%; F: -18%; G: -4%; H: -9%
(3) CCOC(=O)C1C(=O)NC(c2ccccc2)=NC1c1ccc(OC)cc1 (stereo unspecified)
  A: 7%; B: -2%; C: 6%; D: ·; E: -7%; F: 9%; G: 4%; H: -3%
(4) Cc1c(Cl)cccc1NC(=S)N1CCCN(Cc2ccccc2F)C1
  A: 8%; B: -2%; C: -9%; D: ·; E: -5%; F: -25%; G: -3%; H: ?
(5) O=[N+]([O-])c1cccc(-c2nc(NCc3ccccc3)c3ccccc3n2)c1
  A: 0%; B: -9%; C: ?; D: -2%; E: -24%; F: ·; G: -2%; H: ?
(6) CC(C)NC(=O)NC(=O)COC(=O)c1ccc(S(=O)(=O)Nc2ccccc2)cc1
  A: -2%; B: 5%; C: ?; D: -4%; E: -9%; F: -20%; G: 6%; H: -11%
(7) Cc1cccc(OCCCC(=O)Nc2ccc(S(=O)(=O)Nc3onc(C)c3C)cc2)c1C
  A: -5%; B: ?; C: 5%; D: -19%; E: -5%; F: 1%[0.074 µM]; G: -4%; H: -8%
(8) O=C(c1cccnc1)C1CCCN(Cc2nc(Cc3ccccc3F)no2)C1 (stereo unspecified)
  A: 7%; B: -4%; C: 9%; D: 4%; E: 3%; F: ?; G: 3%; H: -1%
(9) CCN1CCN(c2nc(-c3ccncc3)nc3ccccc23)CC1
  A: -11%; B: ?; C: ?; D: -8%; E: -8%; F: -30%; G: 2%; H: -14%
(10) COc1ccc(Cl)cc1NC(=O)CSC1=Nc2ccccc2C2=NC(CCC(=O)NCc3ccc(F)cc3)C(=O)N12 (stereo unspecified)
  A: ·; B: -4%; C: 0%; D: ·; E: ·; F: ·; G: -12%[76.3 µM]; H: -13%
(11) Cc1ccc(-n2nc3ccc(NC(=O)c4cc5ccccc5o4)cc3n2)cc1
  A: ·; B: -15%; C: -8%; D: ·; E: ·; F: ·; G: 14%[76.3 µM]; H: -10%
(12) Cn1nc(-c2ccc(C(=O)NCC3CCCO3)cc2)c2ccccc2c1=O (stereo unspecified)
  A: 4%; B: 4%; C: -4%; D: -1%; E: -9%; F: -27%; G: 0%; H: 4%
(13) O=C(NCCOC(=O)c1ccncc1)c1ccccc1
  A: -3%; B: -7%; C: 3%; D: -5%; E: -5%; F: 7%; G: 10%; H: -6%
(14) CCCCCCC1=Cc2cc(OC)c(OC)cc2C(C2(C(=O)OCC)CCCC2=O)O1 (stereo unspecified)
  A: 5%[17.5 µM]; B: -6%[11.5 µM]; C: -14%[11.6 µM]; D: 2%[17.4 µM]; E: ·; F: -16%[10 µM]; G: ·; H: -12%[11.6 µM]
(15) O=C(Cc1c(Cl)cccc1Cl)Nc1cccc(S(=O)(=O)N2CCOCC2)c1
  A: -8%; B: 2%; C: -7%; D: 2%; E: -10%; F: ?; G: -7%; H: -16%

# The results go on.
# Abbreviations – A = GLA spleen mod; B = Tau ThT inhib; C = Tau FP inhib; D = aGlu spleen mod; E = GAA inhib; F = HTT cytoprotect; G = GAA glycogen; H = Tau fluor counter
(16) Oc1ccccc1/C=N/Nc1cc(N2CCCC2)nc(N2CCCC2)n1
  A: 3%; B: ?; C: -5%; D: -7%; E: 7%; F: -8%[10 µM]; G: ?; H: ?
(17) COc1ccc(/C=C/C(=O)NC(=S)Nc2ccc(C(=O)O)cc2)cc1
  A: 5%; B: ?; C: 6%; D: 2%; E: -8%; F: ·; G: -7%; H: -3%
(18) Cc1c(NC(=O)C(C)OC(=O)c2cccc(S(=O)(=O)N(C)C)c2)c(=O)n(-c2ccccc2)n1C (stereo unspecified)
  A: 2%; B: -8%; C: -5%; D: 0%; E: -5%; F: -3%; G: 1%; H: -4%
(19) NS(=O)(=O)c1ccc(NC(=O)C(=O)Nc2ccc3nc4n(c(=O)c3c2)CCCCC4)cc1
  A: ·; B: 0%; C: ?; D: ·; E: ·; F: ·; G: -2%[76.3 µM]; H: -1%
(20) OCC1(Cc2cccc(F)c2)CCN(Cc2cccc3nccnc23)CC1
  A: 1%; B: -6%; C: -1%; D: 1%; E: -7%; F: -23%; G: -10%; H: -2%
(21) Cc1cccn2c(=O)c(/C=C(\C#N)C(=O)NCc3ccco3)c(N3CCC(C(N)=O)CC3)nc12
  A: 7%; B: 7%; C: -3%; D: 1%; E: 5%; F: 44%[10 µM]; G: -2%; H: -4%
(22) COc1ccc(C)cc1NC(=O)NCc1ccccc1F
  A: 0%; B: -4%; C: -1%; D: 5%; E: 2%; F: -168%[inhibitor]; G: 7%; H: -15%
(23) COc1ccc(NC(=O)CSC2CC(=O)N(c3ccc4c(c3)OCCO4)C2=O)cc1 (stereo unspecified)
  A: 1%; B: -18%; C: 4%; D: -2%; E: -16%; F: -9%; G: 5%; H: -5%
(24) Cn1nnnc1SC1CC(=O)N(c2ccccc2)C1=O (stereo unspecified)
  A: -3%; B: ?; C: 0%; D: -1%; E: 8%; F: 6%[10 µM]; G: 17%; H: 6%
(25) O=C(Nc1ccccc1C(F)(F)F)N1CCN(c2ccc3nnc(-c4ccc(F)cc4)n3n2)CC1
  A: -14%; B: ?; C: 6%&-1%; D: -8%; E: ?; F: 3%; G: -9%; H: -1%&-25%
(26) CCOc1ccccc1C(=O)NCC(=O)OCC(=O)N1C(C)CCCC1C (stereo unspecified)
  A: -3%; B: -8%; C: 1%; D: -3%; E: 0%; F: 15%[10 µM]; G: 9%; H: -4%
(27) Cc1nnc(SCc2c(Cl)cccc2[N+](=O)[O-])s1
  A: 2%; B: 2%; C: -2%; D: 9%; E: -2%; F: ·; G: 4%; H: -1%
(28) CCc1ccc2c(COC(=O)CNS(=O)(=O)c3ccc(NC(C)=O)cc3)cc(=O)oc2c1
  A: -4%; B: ?; C: -11%; D: -3%; E: 9%; F: ·; G: 0%; H: -25%
(29) COc1ccccc1C(=O)C1CCCN(Cc2ccc(Oc3ncccn3)cc2)C1 (stereo unspecified)
  A: -8%; B: 0%; C: 7%; D: 2%; E: 4%; F: 11%[10 µM]; G: 8%; H: 0%
(30) CN(C)/C=C(\C#N)C(=O)Nc1ccc(O)cc1F
  A: -4%; B: -13%; C: 6%; D: -7%; E: 2%; F: -74%[inhibitor]; G: -20%; H: -2%

# More structures:
# Abbreviations – A = GLA spleen mod; B = Tau ThT inhib; C = Tau FP inhib; D = aGlu spleen mod; E = GAA inhib; F = HTT cytoprotect; G = GAA glycogen; H = Tau fluor counter
(31) COc1cc(C(CC(=O)N2CCOCC2)c2c(OC)cc(OC)c3ccc(=O)oc23)cc(OC)c1OC (stereo unspecified)
  A: 9%; B: 0%; C: -9%; D: 6%; E: ·; F: 8%[10 µM]; G: 4%; H: -1%
(32) CCN(CC)C(=O)C[n+]1cccc(C(N)=O)c1
  A: 3%; B: -9%; C: 6%; D: 4%; E: 8%; F: 20%[10 µM]; G: -5%; H: -7%
(33) CCC(C)NC(=O)C1(C)CCC(=O)N1Cc1ccccc1OC (stereo unspecified)
  A: 3%; B: 0%; C: 6%; D: 6%; E: -2%; F: -6%; G: 3%; H: 3%
(34) Cc1cccc(-c2nnc(SCC(=O)Nc3ccc(C)c(C)c3)o2)c1
  A: ·; B: 4%; C: -17%; D: ·; E: ·; F: ·; G: 15%[76.3 µM]; H: -8%
(35) O=C(NCc1ccc2c(c1)OCO2)c1c(F)c(F)c(F)c(F)c1F
  A: -12%; B: 2%; C: -5%; D: -3%; E: 1%; F: -3%; G: -5%; H: 2%
(36) CCc1cccc(C)c1NC(=S)N(Cc1cccnc1)Cc1ccco1
  A: -2%; B: -3%; C: 2%; D: 0%; E: -24%; F: 0%[10 µM]; G: -8%; H: -3%
(37) O=C(CN1CCCC1)OCCCc1ccccc1
  A: -3%; B: -7%; C: 3%; D: 2%; E: 5%; F: 10%[10 µM]; G: 2%; H: 3%
(38) COc1cccc(OC(=O)N2CCOCC2)c1
  A: -2%; B: -6%; C: -2%; D: -3%; E: 2%; F: -12%; G: -1%; H: -10%
(39) CC(=O)c1cc(C(=O)c2ccccc2)sc1Nc1ccccc1
  A: -4%; B: ?; C: -10%; D: -9%; E: -3%; F: -19%[10 µM]; G: -5%; H: ?
(40) COc1ccc(S(=O)(=O)Nc2cccc(/C=C/C(=O)O)c2)cc1
  A: -7%; B: -4%; C: -6%; D: -8%; E: -2%; F: 1%[10 µM]; G: -3%; H: -12%
(41) COc1ccccc1C(=O)Nc1ccc(C)cc1C(=O)c1ccccc1
  A: -14%; B: -16%; C: 0%; D: ?; E: -1%; F: 20%[10 µM]; G: -9%; H: -24%
(42) COc1cccc(OCC(O)CN2C(C)CCCC2C)c1 (stereo unspecified)
  A: 0%; B: -17%; C: 0%; D: -3%; E: 8%; F: -19%; G: 7%; H: -3%
(43) Cc1ccc(OCC(=O)Nc2cccc3ccc(C)nc23)c(C)c1
  A: ·; B: -6%; C: -2%; D: ·; E: ·; F: ·; G: -18%[76.3 µM]; H: -8%
(44) Cc1nn(-c2ccccc2[N+](=O)[O-])c(=O)c2ccccc12
  A: -3%; B: -4%; C: 6%; D: -8%; E: 6%; F: -5%; G: 6%; H: 0%

# Screening data: PubChem BioAssay, National Center for Advancing Translational Sciences (NCATS)
